Assay outcomes deposited in PubChem BioAssay by several laboratories.
BaF3 parental = parental Ba/F3 cell viability inhibition, counter-screen for JAK2V617F inhibitor project, murine pro-B, CellTiter-Glo luminescence. inhibition, % at 5.6 µM. CellTiter-Glo ATP luminescence. actives 1.1% (n = 220,000). AID 1486, 2009;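 active = inhibition above a per-campaign cutoff, the mean inhibition of all tested compounds plus 3 SD, cut at about 27% in these data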;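 also: 0% = DMSO wells and 100% = JAK Inhibitor I control wells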
S1P4 antag = S1P4 receptor antagonists, primary screen, cell-based | S1P4-expressing cells, antagonist mode, reporter read-out | actives 0.26% (n = 220,000) | AID 1510, 2009 | inhibition, % at 4.98 µM; in the data active = inhibition above about 29%;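 also: 0% = wells stimulated with agonist and 100% = vehicle wells without agonist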
m-calpain inh = inhibitors of pig calpain II, primary screen, biochemical, fluorogenic peptide substrate, 1536-well; actives 0.37% (n = 220,000); AID 1236, 2008; inhibition, % at 16 µM; purified calpain II, 30 min;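 active = inhibition above about 50%, limit read from the data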
S1P4 ag = S1P4 receptor agonists, primary screen, cell-based | Sphingosine 1-phosphate receptor 4 (Homo sapiens), O95977 | S1P4-expressing cell line, agonist reporter assay | activation, % at 4.98 µM | actives 0.35% (n = 220,000) | AID 1509, 2009; in the data active = activation above about 11%;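 also: 0% = DMSO vehicle and 100% = reference agonist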
TRPN1 ag = zebrafish TRPN1 channel agonists, primary screen, cell-based, HEK293, calcium fluorescence. transient receptor potential cation channel N1 (TRPN1/NompC), Danio rerio. HEK293 zebrafish TRPN1-YFP, Fluo-8 calcium fluorescence; 100% = response to 87 µM carbachol. activation, % at 3 µM. actives 0.18% (n = 220,000). AID 1424, 2008;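 active = activation above its plate's cutoff, the mean activation of test wells on that plate plus 3 SD, cut at about 19% in these data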;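 also: 0% = DMSO alone and 100% = 87 µM carbachol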
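Material: zebrafish TRPN1-YFP in HEK293 cells. Doses: one dose of 3 µM, 0.3% DMSO. Incubation: dye 1 h 37 °C plus 30 min RT. Measured by: intracellular calcium fluorescence with Fluo-8.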
TRPML3 agonist = human TRPML3 channel agonists, primary screen, cell-based, HEK293 TRPML3-YFP, Fluo-8 calcium fluorescence, 3 µM. 100% = the carbachol control signal. activation, % at 3 µM. actives 0.29% (n = 220,000). AID 1448, 2008;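 active = activation above its plate's cutoff, the mean activation of the plate's test wells plus 3 SD, cut at about 12% in these data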;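 also: 0% = DMSO only wells and 100% = carbachol wells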
Target sequence (Q8TDD5 whole entry, looked up): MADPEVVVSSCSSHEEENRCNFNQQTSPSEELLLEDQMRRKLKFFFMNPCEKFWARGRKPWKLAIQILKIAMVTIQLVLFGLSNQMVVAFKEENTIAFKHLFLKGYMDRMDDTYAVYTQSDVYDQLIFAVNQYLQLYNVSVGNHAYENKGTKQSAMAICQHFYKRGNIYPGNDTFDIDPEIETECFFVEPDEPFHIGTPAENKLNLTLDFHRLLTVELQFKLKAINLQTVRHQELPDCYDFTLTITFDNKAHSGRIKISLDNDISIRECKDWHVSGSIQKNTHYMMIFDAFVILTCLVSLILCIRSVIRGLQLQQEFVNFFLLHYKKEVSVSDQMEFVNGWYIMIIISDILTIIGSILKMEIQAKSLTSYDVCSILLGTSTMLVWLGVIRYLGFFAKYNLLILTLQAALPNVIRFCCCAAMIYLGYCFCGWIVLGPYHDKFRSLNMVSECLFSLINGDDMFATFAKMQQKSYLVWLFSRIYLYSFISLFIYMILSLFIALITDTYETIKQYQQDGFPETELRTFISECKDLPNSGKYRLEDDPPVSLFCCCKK
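Test system: TRPML3-YFP stable HEK293 cells. Doses: single point at 3 µM. Incubation: dye loading 1 h 37 °C then 30 min ambient, 125 s read. Signal: Fluo-8 calcium dye fluorescence, ex 470-495, em 515-575 nm. Measure: percent activation from peak-to-basal fluorescence ratio, scaled between DMSO and carbachol.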
Ba/F3 V617F tox = reduced viability of JAK2V617F-dependent Ba/F3 cells, primary screen, JAK2V617F inhibitor project, cell-based, Ba/F3 EpoR-JAK2V617F, luminescence; AID 1446, 2008; ATP luminescence; actives 1.1% (n = 220,000); inhibition, % at 5.6 µM;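 active = inhibition above the campaign mean plus 3 SD over all tested compounds, cut at about 24% in these data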;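 also: cytokine-independent growth of Ba/F3 cells driven by EpoR plus mutant JAK2; 0% = DMSO-treated cells and 100% = JAK inhibitor I control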
EP2 mod = EP2 receptor modulators, cAMP readout, primary screen, cell-based, HTRF cAMP, PGE2 stimulation | actives 0.83% (n = 260,000) | EP2-expressing cells, cAMP HTRF FRET, PGE2 co-stimulation | induction, % at 25 µM | Prostaglandin E2 receptor EP2 subtype (Homo sapiens), P43116;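 active = compounds whose cAMP rise, as percent of the full-agonist control response, exceeds 60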;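 also: rat C6 glioma line stably carrying human EP2 under a CMV promoter; the protocol text gives 20 µM as final concentration; 100% = response of wells given 1 µM PGE2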
Target sequence (P43116 whole entry, looked up): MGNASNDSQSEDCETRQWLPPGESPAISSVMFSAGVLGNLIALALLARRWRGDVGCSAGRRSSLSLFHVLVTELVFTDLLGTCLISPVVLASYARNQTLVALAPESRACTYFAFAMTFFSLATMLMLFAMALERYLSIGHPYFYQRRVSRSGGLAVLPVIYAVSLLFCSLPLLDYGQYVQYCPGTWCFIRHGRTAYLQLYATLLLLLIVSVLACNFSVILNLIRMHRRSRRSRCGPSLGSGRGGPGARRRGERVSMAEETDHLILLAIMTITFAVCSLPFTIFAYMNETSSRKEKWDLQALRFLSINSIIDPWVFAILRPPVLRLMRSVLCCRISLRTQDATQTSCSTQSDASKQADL
PERK inh = block of dimerizer-induced PERK translation repression, primary screen, PERK inhibitor project, CHO PERK-DD cells, SEAP luminescence, HTS; Eukaryotic translation initiation factor 2-alpha kinase 3 (Homo sapiens), Q9NZJ5; CHO PERK-DD fusion, SEAP luminescence translation reporter; inhibition, % at 5.6 µM; actives 0.17% (n = 220,000); AID 1416, 2008;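 active = inhibition above the mean inhibition of all tested compounds plus 3 SD, set separately per screening campaign, cut at about 2.9% in these data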;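 also: PERK kinase domain activated by AP20187 dimerizer at 100 nM; 0% = DMSO with dimerizer and 100% = rapamycin at 8.4 µM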
Numbers without * were called inactive; & = joins results of further samples.

SMILES	BaF3 parental	S1P4 antag	m-calpain inh	S1P4 ag	TRPN1 ag	TRPML3 agonist	Ba/F3 V617F tox	EP2 mod	PERK inh
CCC(C)[C@H](NC(=O)Nc1ccc(S(N)(=O)=O)cc1)C(=O)OC (some centres not stated)	-2	1	-6	0.3	1.8	0.4	-5	37	1.5
COC(=O)c1ccc(C2N=C(c3cccs3)CC(c3ccccc3O)N2)cc1 (configuration not stated)	2	24	-34	0.6	1.2	0.8	0	-8	1.3
CC(=O)C1=C(C)N(CC2CC2)C(=O)N[C@H]1c1cccs1	3	-13	0	1.7	-0.7	0.4	0	13	1.0
Cc1c(NC(=O)Nc2ccccc2)cccc1[N+](=O)[O-]	16	-12	16	1.0	1.8	1.4	0	-56	0.1
CC(C)(C)c1cc(Cc2ccccc2)[nH]n1	0	-10	-7	2.2	1.1	-1.2	-1	-21	0.5
O=C(CNCc1ccc(F)cc1)Nc1ccccc1[N+](=O)[O-]	2	6	28	1.0	2.5	0.8	2	-1	-0.8
C=C(C)COc1ccc2oc(C)c(C(=O)OCCOC)c2c1	4	-8	5	0.5	-0.1	-0.6	-2	34	0.8
CC(=O)Nc1ccccc1NS(=O)(=O)c1ccc(Cl)cc1	3	0	-2	3.7	0.0	-0.2	-6	22	0.3
O=C(Nc1cc(C(F)(F)F)ccc1Cl)c1ccncc1	4	-11	-26	-1.1	-0.4	0.2	2	26	0.3
CC1CCN(c2c([N+](=O)[O-])nn(-c3ccc4c(c3)OCCO4)[n+]2[O-])CC1	8	-4	13	-0.8	-1.0	0.0	5	23	-1.3
O=C(CCCN1C(=O)/C(=C\c2cccs2)SC1=S)NNC(=O)c1ccncc1	4	3	-22	0.9	0.5	1.1	-1	2	0.8
CCN(CC(=O)NC(C)C)C(=O)c1ccc(Cl)cc1	1	0	-6	18*	-0.4	1.0	0	2	0.2
Cc1ccc([N+](=O)[O-])cc1/C=N/Nc1nnnn1-c1ccccc1	2	1	27	2.1	-0.1	1.4	0	-7	-0.7
CC/C(=C/c1sc2ccc(C)cc2[n+]1CCO)SC	5	1	-30	0.4	-1.7	0.3	-3	-77&-66	0.7
O=C(NCC1c2ccccc2CCN1C(=O)CN1CCOCC1)C1CCCCC1 (configuration not stated)	4	3	-39	2.7	-0.2	-0.2	-2	14	0.1
O=C(CCc1nnc(CCCCc2ccccc2)o1)N1CCN(CCO)CC1	-1	-3	-18	0.3	0.4	0.8	-3	13	-1.8
Cc1ccsc1C(=O)N/N=C/c1ccc([N+](=O)[O-])cc1	3	0	-5	0.1	0.5	0.1	-1	5	-0.3
CC(=O)c1cc2c(cc1NC(=O)CSc1nc3ccccc3[nH]1)OCO2	8	-3	-4	7.2	1.0	-0.2	5	-2	-0.2
COc1ccc(NC(=O)Cc2cccs2)c(OC)c1	3	-12	0	-0.7	-0.7	0.6	-1	35	-0.5
CC12CCC(C(=O)Nc3ccccc3)(C/C1=N\O)C2(C)C (configuration not stated)	0	1	6	0.0	0.0	-0.6	-3	16	0.6
CC1(C)Cc2c(sc3nc(SCC(=O)O)[nH]c(=O)c23)CO1	-3	-11	3	-0.7	-0.1	0.7	-2	31	1.1
O=C(CCCC(=O)OCC(Cl)=C(Cl)Cl)Nc1cccc2ccccc12	5	-20	12	1.6	-0.9	-0.4	-1	2	0.6
O=C(CCC(=O)N1CCN(c2ccc(O)cc2)CC1)c1ccc(Br)cc1	5	-3	-13	1.4	1.9	0.6	1	-2	-1.1
Cc1ccc(NC(=O)/C(=C/c2cccs2)NC(=O)c2ccco2)c(C)c1	7	-15	20	0.7	0.9	0.2	2	4	0.4
CC(=O)ONC(=Nc1ccccc1)c1nonc1N	2	8	0	0.3	-0.2	-0.6	-4	-25	2.7
O=[N+]([O-])c1ccc(N2CCN(C(=S)Nc3ccc(F)cc3)CC2)cc1	9	-2	-9	-0.2	1.0	1.1	-4	-76	0.9
CCOCC(=O)Nc1ccc(S(=O)(=O)NCCc2ccccc2)cc1	3	-8	9	0.9	2.0	0.9	-1	3	0.3
O=C(Nc1ccc(O)cc1)c1ccc2c(c1)C(=O)N(Cc1ccco1)C2=O	2	-10	-51	-1.8	2.4	0.6	-6	-38	1.4
Cc1cccc(C)c1NC(=O)CNCC(=O)N(C)C	6	10	-23	2.4	0.3	0.9	2	30	0.1
Cc1cc(NCCCN2CCOCC2)n2ncc(-c3ccccc3)c2n1	5	-22	-21	-0.3	0.6	-0.6	2	-18	-0.4
COc1cc(/C=C2/NC(=O)N(Cc3ccccc3F)C2=O)ccc1Oc1ccc([N+](=O)[O-])cn1	5	-1	-5	2.0	0.0	-0.1	0	-25	0.3
COc1cccc(C(=O)NCC(=O)OCc2ccc(F)cc2Cl)c1	4	-19	9	0.6	-0.5	-0.8	-2	-49	-0.3
CC(C)(C)NC(=O)NC(=O)COC(=O)CCC1CCCC1	0	0	8	0.3	-0.8	0.1	-4	20	0.8
CC(C(=O)NCC1CCCO1)N(C(=O)c1snc(C(N)=O)c1N)c1cccc(F)c1 (configuration not stated)	2	-17	-264	2.0	1.2	0.3	-1	9&13	0.2
COc1ccc(Nc2nc(Nc3ccc(OC)cc3OC)nc(N3CCN(C)CC3)n2)c(OC)c1	4	-9	-33	-0.4	0.1	0.1	2	10	-1.1
Cn1c2c(c(=O)n(C)c1=O)CN(CCCN1CCOCC1)CN2	1	-26	-27	-2.8	0.4	0.8	-5	-4	1.5
Cc1ccc(NC(=S)N2CCC(c3ccccc3)C2)c(Cl)c1 (configuration not stated)	7	-5	15	0.2	-2.2	-0.7	1	-20	1.5
CCNC(=O)CC1C(=O)N(c2ccc(OC)cc2)C(=S)N1CCc1ccncc1 (configuration not stated)	0	10	1	0.2	0.3	0.9	1	33	2.5
CCC(=O)N(CCO)Cc1cc2ccc(C)c(C)c2[nH]c1=O	-2	-8	-20	-1.0	-0.2	0.8	-2	-29	0.8
O=C(CSc1ncn[nH]1)N1CCN(S(=O)(=O)c2ccc(Cl)cc2)CC1	2	-6	-2	-1.1	1.4	0.7	-2	-4	-0.7
Cn1c(SCC(=O)N2CCCc3ccccc32)nc2cccnc21	9	-1	2	-1.6	2.1	2.3	0	4	-0.2
Cc1ccc(C(=O)OCn2ncc(Cl)c(Cl)c2=O)cc1	56*	111*	-14	-4.1	-0.3	-0.3	39*	-33	-1.2
COCCNc1nc2nonc2nc1NC(C)c1ccccc1Cl (configuration not stated)	2	-27	1	2.9	1.8	1.0	-1	-61	0.0
CCN(Cc1ccccc1)C(=O)c1nn(-c2ccc(OC)cc2)c(=O)c2c1c1ccccc1n2C	7	-12	-12	0.1	-0.3	1.2	2	-14	0.2
O=C(N/C=C\n1cnc2cc(C(F)(F)F)ccc21)c1ccc([N+](=O)[O-])cc1	0	-2	12	0.2	-0.5	0.0	-1	-4	0.2
Cc1cn2c(N)c(/C=C3\C=Nc4ccccc43)c(=O)nc2s1	3	5	38	4.2	-0.5	0.9	-2	-16	0.5
COc1ccc(N(CC(=O)NN=C2CCCCCCC2)S(=O)(=O)c2ccccc2)cc1	1	-6	2	-0.5	-0.2	0.3	-2	30	-0.6
COc1cc(/C=C2\C(=O)N(c3ccc(S(N)(=O)=O)cc3)N=C2C)ccc1OC(=O)c1ccco1	2	2	-90	0.5	-2.1	-0.9	-3	7	1.2
Cc1ccc(NC2SC(=O)N(Cc3cccc(C(=O)O)c3)C2=O)cc1 (configuration not stated)	-2	1	-4	-0.7	1.0	1.1	-4	5	0.7
Cc1nc(C)c(/C(O)=C/c2nc3ccccc3oc2=O)s1	11	17	25	1.4	2.5	0.4	6	8	-0.5
Continued.
SMILES	BaF3 parental	S1P4 antag	m-calpain inh	S1P4 ag	TRPN1 ag	TRPML3 agonist	Ba/F3 V617F tox	EP2 mod	PERK inh
O=C(CN(C(=O)CCC(=O)Nc1nccs1)c1ccc(F)c(Cl)c1)NCc1ccco1	8	4	2	0.0	1.6	0.7	5	0	-0.6
CCc1c(C)[nH]c2ccccc2c1=O	3	-2	-9	-1.0	-1.0	0.0	4	11&5	-0.3
Cc1ccc(CNC(=O)C(=O)NCCCn2ccnc2)cc1	2	17	-14	0.7	1.1	0.8	-2	19	0.9
O=S(=O)(Cc1cc(-c2ccccc2Cl)no1)c1ccccc1	3	-10	4	-0.2	-0.5	0.1	0	-8	0.1
COC(=O)c1cn(-c2cccc(C)n2)cn1	3	-10	31	-2.3	1.0	1.3	-6	8	0.7
Cc1ccc(N2CC(C(=O)Nc3ccc4c(c3)OCO4)CC2=O)cc1 (configuration not stated)	-3	-11	-39	1.1	0.3	-0.1	-3	23	1.3
CC(=O)Nc1ccc(S(=O)(=O)NCC2CCC(C(=O)N3CCCCCC3)CC2)cc1 (configuration not stated)	7	3	16	-1.7	-1.3	-0.2	7	15	0.5
OCCN1CCN(C(=S)Nc2ccc(SC(F)F)cc2)CC1	2	-10	-30	-1.0	1.3	1.3	-2	-31	0.1
O=C(COc1ccccc1)N1CCNC1=O	0	-8	-3	-0.5	1.9	1.2	-2	17	2.0
COCCC(=O)N1CCCC(CCC(=O)NCc2ccc(F)c(F)c2)C1 (configuration not stated)	7	-4	-26	1.0	-0.1	-0.5	2	26	0.9
COCCNC(=O)C(=O)NCC1OCCN1C(=O)c1ccc(Cl)cc1 (configuration not stated)	3	16	24	-0.1	0.3	0.3	2	4	0.6
CCC(=O)Nc1ccc(Cl)c(NC(=S)NC(=O)COc2ccc(Cl)cc2)c1	6	-20	7	-2.1	1.2	1.4	-3	-8	0.2
CC12CCC(C(=O)Nc3ccc(Br)cn3)(OC1=O)C2(C)C (configuration not stated)	-7	-2	9	-1.0	0.0	0.7	-1	-6	0.9
Cc1ccnc2ccc(SC(F)(F)F)cc12	9	6	-5	-1.4	0.1	0.7	1	34	1.5
CCS(=O)(=O)c1ccc2c(c1)N(S(C)(=O)=O)CC(C(=O)NC1CC1)O2 (configuration not stated)	10	-6	19	1.0	-0.7	0.4	3	-14	1.0

By substructure, the compounds so far containing a COOH group (2)
SMILES	BaF3 parental	S1P4 antag	m-calpain inh	S1P4 ag	TRPN1 ag	TRPML3 agonist	Ba/F3 V617F tox	EP2 mod	PERK inh
CC1(C)Cc2c(sc3nc(SCC(=O)O)[nH]c(=O)c23)CO1	-3	-11	3	-0.7	-0.1	0.7	-2	31	1.1
Cc1ccc(NC2SC(=O)N(Cc3cccc(C(=O)O)c3)C2=O)cc1 (configuration not stated)	-2	1	-4	-0.7	1.0	1.1	-4	5	0.7
